GAA glycogen mod – qHTS Assay for Inhibitors and Activators of Human alpha-Glucosidase Cleavage of Glycogen; Lysosomal alpha-glucosidase (Homo sapiens), P10253; actives 0.38% (n = 300,000); recombinant GAA, glycogen substrate, Amplex Red glucose oxidase fluorescence; AID 2100, 2009; Potency, µM (doses to about 76.4 µM), for inactives: at the highest dose activity change, negative = inhibition, actives largely listed as inhibitors;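 note: 0% = full enzyme reaction and -100% = no-enzyme basal signal; the screen sought inhibitors and activators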
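Recombinant human enzyme (4 nM); glycogen substrate; 37 C, 40 min, pH 5.0. Readout: coupled glucose oxidase/Amplex Red fluorescence.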
GAA inhib – qHTS Assay for Inhibitors of Human alpha-Glucosidase as a Potential Chaperone Treatment of Pompe Disease; Lysosomal alpha-glucosidase (Homo sapiens), P10253; actives 0.005% (n = 200,000); purified human GAA, 4-MU-alpha-glucoside fluorescence; Potency, µM (titrated, usually from 76.9 µM), without a hit: at the top dose activity change, negative = inhibition, actives largely listed as inhibitors;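 note: plate controls were uninhibited enzyme wells for no effect and no-enzyme background for full effect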
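Enzyme (4 nM final) mixed with compound (up to 77 uM), then 4-MU-alpha-D-pyranoside (400 uM final) added; 20 min at room temperature, pH 5.0. Reaction stopped at pH 10, fluorescence read, AC50 derived by Hill fit.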
RGS12 GoLoco inh – qHTS Assay for Inhibitors of RGS12 GoLoco Motif Activity (Red Fluorophore); Guanine nucleotide-binding protein G(i) subunit alpha-1 (Homo sapiens), P63096; Gai1:RGS12 GoLoco peptide FP, rhodamine, 10 min; Potency, µM (top dose mostly 61.6 µM), for inactives: at the highest dose activity, negative = inhibition, most hits filed as inhibitors; actives 0.44% (n = 230,000); active = well fitted inhibition curve with a large enough effect, not every such curve was filed as active; inactive = no such curve, though single readings can be large or run the other way; note: % is set by controls: 0 for no effect and ±100 for the full control effect; nearly all actives have a fitted effect of over 30% in size; many of its hits are not listed in these tables
Target sequence (P63096 whole entry, looked up): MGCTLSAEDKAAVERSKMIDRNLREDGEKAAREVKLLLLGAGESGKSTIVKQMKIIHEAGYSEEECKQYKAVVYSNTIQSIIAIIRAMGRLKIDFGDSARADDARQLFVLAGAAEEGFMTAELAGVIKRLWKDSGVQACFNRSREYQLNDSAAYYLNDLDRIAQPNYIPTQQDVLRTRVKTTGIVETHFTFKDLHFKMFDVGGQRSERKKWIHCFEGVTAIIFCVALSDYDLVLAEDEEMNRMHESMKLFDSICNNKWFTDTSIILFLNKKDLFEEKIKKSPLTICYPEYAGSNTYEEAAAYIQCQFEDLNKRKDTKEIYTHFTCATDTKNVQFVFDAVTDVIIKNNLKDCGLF
HTT cytoprotect – qHTS Multiplex Assay to Identify Dual Action Probes in a Cell Model of Huntington: Cytoprotection (ATP); AID 1471, 2008; PC12 HTT-Q103 induced, cytoprotection, ATP luminescence, 40 h; actives 0.14% (n = 230,000); Potency, µM (series often up to 56.4 µM), without a hit: cytoprotection (ATP increase), actives largely listed as activators;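 note: % of control where 0% means no effect; nearly all actives have a fitted effect of over 45% in size; toxic huntingtin expression switched on by the ecdysone agonist tebufenozide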
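Compounds were screened for protection of PC12 cells against cell death after tebufenozide induction (100 nM final) of mutant Huntingtin exon 1 (Q103) fused to GFP.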
HttQ103 aggreg – qHTS Multiplex Assay to Identify Dual Action Probes in a Cell Model of Huntington: Aggregate Formation (GFP) | AID 1688, 2009 | PC12 HttQ103-GFP aggregates, Acumen cytometry, 40 h | Potency, µM (titrated, usually from 46.1 µM), for inactives: at the highest dose activity change, negative = inhibition, most hits filed as inhibitors | actives 1.1% (n = 220,000); note: % is set by controls: 0 for no effect and ±100 for the full control effect; nearly all actives have a fitted effect of over 60% in size
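PC12 cells stably carrying ecdysone-inducible HTT exon 1 Q103–GFP were induced with tebufenozide (100 nM final) and treated with library compounds in titration. GFP aggregates in lysates were counted by laser scanning cytometry.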
IMPase Li cell – qHTS Assay for Identifying the Cell-Membrane Permeable IMPase Inhibitors: Potentiation with Lithium. Potency, µM (top dose mostly 59.4 µM), for the others: top-dose activity, negative = IMPase inhibition, hits mostly inhibitors. actives 0.35% (n = 210,000). AID 1457, 2008. CHO-M1 cells, IP1 TR-FRET (IP-One), carbachol + lithium;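 note: IP1 builds up when IMPase is blocked and the TR-FRET signal falls; plate controls were basal vehicle for no effect and high inhibitor control for full effect; nearly all actives have a fitted effect of over 50% in size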
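Readout is a homogeneous TR-FRET IP1 immunoassay (Ex 320, Em 665 and 620), where raised cytosolic IP1 lowers signal. Cells were CHO-M1 treated 30 min at 37C with test compounds plus a little lithium; AC50 values came from Hill-equation fitting.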
GAA spleen mod – qHTS Assay for Inhibitors and Activators of Human alpha-Glucosidase From Spleen Homogenate | AID 2112, 2009 | actives 0.006% (n = 240,000) | Potency, µM (titrated, usually from 79.9 µM), for the others: at the highest dose activity change, negative = inhibition, hits mostly inhibitors | human spleen homogenate, 4-MU-alpha-glucoside fluorescence;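 note: 0% = enzyme with vehicle and -100% = no enzyme basal signal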
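Compounds were titrated against alpha-glucosidase in spleen homogenate at pH 5.0, with 1 mM 4-methylumbelliferyl substrate for 40 min at 37 C. Reactions were quenched with pH 10 NaOH/glycine and fluorescence measured.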
Active calls of the source: *; ? = inconclusive; nt = not tested or not shown; & = joins results of further samples; [ ] = remark or other dose. Unless noted, calls come from the whole dose curve; as a rule, active = well fitted curve in the direction sought with a large enough effect; inconclusive = small, poorly fitted or top-dose-only effect, or another doubt; inactive = no such curve, though single readings can be large; an effect the other way counts as inactive or inconclusive. Potency is the fitted concentration of half-maximal effect. An excerpt (hit frequency here may not be typical).

A first look, 2 compounds:
smiles	GAA glycogen mod	GAA spleen mod	RGS12 GoLoco inh	HTT cytoprotect	HttQ103 aggreg	IMPase Li cell	GAA inhib
CCC(=O)Nc1ccc(Cl)c(NC(=O)c2ccc(Br)o2)c1	5%	-3%	0%	4%	?	8%[38.3 µM]	-1%
CCOc1ccc(C(C)=O)cc1COC(=O)C1=COCCO1	25%	-9%	0%	-17%	14%	1%[38.3 µM]	-2%

The listing (from the top)
smiles	GAA glycogen mod	GAA spleen mod	RGS12 GoLoco inh	HTT cytoprotect	HttQ103 aggreg	IMPase Li cell	GAA inhib
CCC(=O)Nc1ccc(Cl)c(NC(=O)c2ccc(Br)o2)c1	5%	-3%	0%	4%	?	8%[38.3 µM]	-1%
CCOc1ccc(C(C)=O)cc1COC(=O)C1=COCCO1	25%	-9%	0%	-17%	14%	1%[38.3 µM]	-2%
C=C(C)COc1ccc(-c2nc(N)ncc2Oc2ccccc2OC)c(O)c1	-6%	-11%	-1%	-22%	-3%	-5%[38.3 µM]	-14%
COc1ccc(-c2ccc(CCC(=O)O)n2CC(C)C)cc1	0%	11%	102%[activator]	-2%	-5%	20%[38.3 µM]	?
CC(C)(C)C(=O)Nc1cccc(-c2nc3ccccc3[nH]2)c1	-14%	-4%	9%	-23%	-6%	2%[38.3 µM]	10%
Cc1ccccc1NC(=O)/C(C#N)=C\c1ccsc1	-3%	2%	-6%	-2%[10 µM]	3%	5%	-3%
COc1ccc(C(=O)COC(=O)CCN2C(=O)[C@@H]3[C@H](C2=O)[C@@H]2C[C@H]3C(Br)C2Br)cc1 (some centres not stated)	8%	-12%	-8%	-12%[1.9 µM]	-8%	3%	-1%
O=C(CS(=O)(=O)Cc1ccccc1)Nc1ccccc1Cl	-3%	-10%	9%	nt	6%	-8%	0%
COCCCNC(=O)c1ccc2c(=O)n(Cc3ccc(OC)cc3)c(=O)[nH]c2c1	2%	5%	2%	-11%	9%	-2%	?
Cn1cc(C(=O)c2ccc(Cl)cc2Cl)cc1C(=O)O	9%	2%	4%	-13%	-4%	-1%[38.3 µM]	6%
COc1ccc(S(=O)(=O)c2ccc(O)cc2)cc1	-17%	0%	5%	-91%[inhibitor]	0%	-26%[38.3 µM]	?
O=C(NCC(=O)N(CC1CCCO1)C(C(=O)NC1CCCCC1)c1ccccc1)c1cccs1 (configuration not stated)	3%	-4%	-8%	-5%	6%	-11%[38.3 µM]	2%
Oc1ccc(CN2CCN(c3ccccc3)CC2)c2cccnc12	3%	-22%	4%	17%[10 µM]	-31%	3%	-6%
NS(=O)(=O)c1ccc(CCNC(=O)CSc2ccc(Cl)cc2)cc1	10%	-5%	2%	-2%[10 µM]	20%	3%	0%
CNc1ncnc2sc(-c3ccccc3)cc12	1%	-5%	10%	-31%[inhibitor]	-19%	-3%	-8%
CCCCOC(=O)c1ccc(NC(=O)C(=O)NCc2cccnc2)cc1	-4%	5%	6%	0%[10 µM]	-6%[9.22 µM]	4%	6%
CC1=CC(C)(C)N2C(=O)C(=Nc3ccc(O)cc3)c3cccc1c32	-22%	-1%	-19%	8%[10 µM]	5%[9.22 µM]	nt	nt
C/C(=N\NS(=O)(=O)c1ccc(C)c([N+](=O)[O-])c1)c1cc2ccccc2o1	-8%	-10%	4%	7%	-7%	7%[38.3 µM]	3%
Nc1cc(=O)[nH]c(SCC(=O)Nc2ccc(S(=O)(=O)N3CCOCC3)cc2)n1	3%	-10%	15%	-6%	1%	-1%[38.3 µM]	nt
CCN(CCN(C)C)C(=O)Cn1ncc2c1-c1cc(C)ccc1OC2	2%	1%	4%	5%	-1%	19%[38.3 µM]	5%[15.4 µM]

Going on with the list.
smiles	GAA glycogen mod	GAA spleen mod	RGS12 GoLoco inh	HTT cytoprotect	HttQ103 aggreg	IMPase Li cell	GAA inhib
Cc1cc(C)c2nc(-c3ccccn3)cc(C(=O)Nc3ccc(S(=O)(=O)Nc4onc(C)c4C)cc3)c2c1	10%	-3%	-2%	-10%	5%	2%	6%
O=C(Nc1ncc(Cc2cccc([N+](=O)[O-])c2)s1)c1ccco1	-8%	1%	16%	26%[10 µM]	36%[9.22 µM]	15%	8%
Cc1cc(NC(=O)Cn2nc(C(F)(F)F)c3c2CCCC3)no1	2%	-2%	9%	9%	4%	16%[38.3 µM]	-7%
Cc1ccsc1/C=N\Nc1cn[nH]c(=O)c1Cl	-10%	-7%	-2%	20%	-9%	-5%	-8%
COc1ccccc1C(=O)NC(=O)OCCn1c(C)cnc1[N+](=O)[O-]	4%	5%	-1%	-27%	-12%	2%	-8%
COc1ccc(OCCC(=O)OCC(=O)NC(=O)NC(C)(C)C)cc1	-1%	-1%	-5%	-4%	8%	10%[38.3 µM]	-1%
Cc1ccc(-c2nnn(CC(=O)N(CC(=O)NCc3ccccc3)c3cccc(C)c3C)n2)o1	0%	-7%	-5%	13%[10 µM]	6%	22%[38.3 µM]	2%
CC(=O)c1ccc(NC(=O)c2ccn(C(=O)OCC(C)C)n2)cc1	-5%	-6%	-8%	nt	-8%	4%	2%
CCCCCC[C@@H]([C@@H](C)O)n1cnc2c(N)ncnc21	nt	6%&4%&3%&5%	-2%&4%&5%&4%	-32%&19%&-14%[inhibitor]	nt	-6%&-6%&-2%&38%	nt
CCN(CC)c1ccc(CN2CCC(C(=O)NCc3ccc(C)cc3)CC2)cc1	13%	7%	20%	17%[10 µM]	-11%[9.22 µM]	41%[activator]	10%
COc1ccc(NC(=O)Cn2nnc(-c3ccccc3NC(=O)c3ccco3)n2)cc1	-1%	4%	4%	-27%[10 µM]	-28%	1%[38.3 µM]	-7%
O=C(CN1CCCC1)Nc1ccc(Br)cc1	8%	1%	-16%	-12%[10 µM]	?	1%	-16%
CCCCCNC(=O)CCn1c(=O)oc2ccccc21	-1%	-9%	8%	10%[10 µM]	-13%	1%	2%
O=C1NCCCC2c3c(cc(Br)c(O)c3Br)OC12N1CCOCC1 (configuration not stated)	-14%	-1%	-20%	-12%[0.074 µM]	20%	37%[activator][38.3 µM]	-1%
N#Cc1cccc(NC(=O)Cn2c3[n+](c4ccc(C(F)(F)F)cc42)CCCCC3)c1	7%	0%	14µM*	0%[10 µM]	-8%	3%	4%
Cc1ccc(-c2nc3cc(N)ccc3o2)c(C)c1	-2%	5%	18%	3%[0.074 µM]	1%[9.22 µM]	?	3%
Cc1ccn2c(=O)cc(C)nc2c1	9%	-6%	4%	-7%	9%	-7%	3%
Cc1sc2c(c1C)c(=O)n(-c1cccc(C(F)(F)F)c1)c(=O)n2CC(=O)NCc1ccco1	5%	-7%	5%	-11%	11%	8%[38.3 µM]	0%
COc1ccc(-n2c(Cc3cccn3C)nnc2SCC(=O)NCCc2ccccc2)cc1	7%	2%	2%	-29%	17%	13%[38.3 µM]	-10%
COC(=O)c1cc(NS(=O)(=O)c2ccc(NC(C)=O)cc2)cc(C(=O)OC)c1	-3%	-7%	7%	5%	-3%	-15%[38.3 µM]	6%

(continued)
smiles	GAA glycogen mod	GAA spleen mod	RGS12 GoLoco inh	HTT cytoprotect	HttQ103 aggreg	IMPase Li cell	GAA inhib
CN(C)CCC(=O)c1ccc2c(c1)OCO2	-5%	-8%	-3%	17%	1%[9.22 µM]	-5%[38.3 µM]	-8%
CCOc1ccc2nc(Cl)c(C3CC(c4ccccc4)=NN3C(=O)c3cccs3)cc2c1 (configuration not stated)	-13%	-5%	-2%	nt	5%	-20%	7%
O=C(CN1C(=O)NC2(CCCCCC2)C1=O)Nc1ccc(S(=O)(=O)N2CCOCC2)cc1	4%	-3%	2%	-1%	-2%[9.22 µM]	25%[38.3 µM]	?
Cc1ccc(NC(=O)CCn2cc(C(F)(F)F)ccc2=O)cc1	2%	1%	0%	35%[10 µM]	15%[9.22 µM]	nt	1%[15.4 µM]
CNC(=S)N(CCc1c(C)[nH]c2ccccc12)Cc1cc(OC)c(OC)c(OC)c1	-12%	2%	7%	nt	29%	15%	2%
COc1ccc(NC(=O)C2=C(C)NC(=S)NC2c2ccc(O)c(OC)c2)cc1 (configuration not stated)	-29%	2%	15%	-2%[10 µM]	-8%[9.22 µM]	3%	-6%
CCCN(CC1CC1)C(=S)Nc1ccccc1F	4%	2%	8%	5%[10 µM]	21%	16%	10%
Cc1cc(Br)c2nc3c(c(C(=O)O)c2c1)CCCCC3	-5%	-9%	nt	?	?	nt	3%
CS(=O)(=O)N1N=C(c2ccccc2)CC1c1ccc2c(c1)OCO2 (configuration not stated)	0%	1%	-132%	11%[10 µM]	-9%	14%	9%
CN(C)c1nnc(-c2ccc(Cl)cc2)o1	-2%	-6%	5%	-11%[10 µM]	-10%	-9%	-2%
CC(C)CCN1CCN(C2CSCCSC2)CC1CCO (configuration not stated)	4%	2%	4%	3%[10 µM]	4%[9.22 µM]	-1%	-1%
COC(=O)CSc1nnc(-c2ccc(S(=O)(=O)N3CCC(C)CC3)cc2)o1	-20%	5%	12%	-1%	-22%[9.22 µM]	3%[38.3 µM]	-13%
Cc1nnc(SCC(=O)Nc2nccs2)s1	1%	-9%	8%	1%[10 µM]	12%	7%	-3%
CCc1nnc(NC(=O)CSc2nc3c(C)cccc3[nH]2)s1	-17%	0%	4%	nt	27%	2%	3%
COc1ccc(C)cc1NC(=O)CN(C)S(=O)(=O)c1cc(C)ccc1OC	-6%	3%	9%	26%[10 µM]	?	9%	?
Cc1ccc(S(=O)(=O)N(C)c2ccccc2)cc1	5%	0%	5%	-10%	-9%	6%[38.3 µM]	3%
CCC1CCCCN1C(=O)N[C@@H](CCSC)C(=O)OC (some centres not stated)	3%	-2%	2%	10%	-12%	1%[38.3 µM]	-2%
COc1ccccc1NS(=O)(=O)c1cccc(NC(=O)Nc2cccc(Cl)c2)c1	-1%	-5%	-13%	0%[10 µM]	4%	-15%	-4%
c1cnc(SCCOc2cccc3ccccc23)nc1	-3%	1%	12%	-24%	-12%	50%[activator][38.3 µM]	-5%
CC(=O)N1CCN(CCN=CC2=C(O)CC(c3ccco3)CC2=O)CC1 (configuration not stated)	13%	-17%	0%	7%	7%	7%[38.3 µM]	3%

Screens deposited in PubChem BioAssay by National Center for Advancing Translational Sciences (NCATS).
